Source: PubChem BioAssay (Sanford-Burnham Center for Chemical Genomics)
HT1080 viability = HT1080 cell viability loss – fluorescence readout (AID 620) | HT1080 viability, fluorescence; higher % means a stronger effect | cytotoxicity, % at 10 µM; hits with a dose series show EC50 in µM | actives 0.42% (n = 87,000); in the data active means cytotoxicity above about 50%;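 further: cells exposed to compound overnight then 4 h with Alamar Blue; 0% = vehicle DMSO and 100% = killing control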
* marks the source's active call; other numbers are inactive results. Only part of the results is shown; rates above refer to the full screens.

Start of the listing, in advance:
COC(=O)C1(C)C=CCN1C(=O)c1ccccc1 (configuration not stated)
  HT1080 viability = 14%

Cc1ccc(S(=O)(=O)NC2CCC(C(=O)O)CC2)cc1 (configuration not stated)
  HT1080 viability = 22%

O=C(NCCC1=CCCCC1)C1CCC(CNS(=O)(=O)c2ccccc2)CC1 (configuration not stated)
  HT1080 viability = 8%

The whole of this part, repeating the preview:
COC(=O)C1(C)C=CCN1C(=O)c1ccccc1 (configuration not stated)
  HT1080 viability = 14%

Cc1ccc(S(=O)(=O)NC2CCC(C(=O)O)CC2)cc1 (configuration not stated)
  HT1080 viability = 22%

O=C(NCCC1=CCCCC1)C1CCC(CNS(=O)(=O)c2ccccc2)CC1 (configuration not stated)
  HT1080 viability = 8%

CCN(CC)S(=O)(=O)c1ccc(N(C)Cc2ccc(C(F)(F)F)cc2)nc1
  HT1080 viability = -12%

COC1(OC)C(/C=C/c2ccc(C)cc2)C(C#N)(C#N)C1(OC)OC (configuration not stated)
  HT1080 viability = 2%

CCCn1c(=O)n(C)c(=O)c2c(SCC(=O)NCc3ccco3)nc(C3CC3)nc21
  HT1080 viability = 8%

CSc1ccccc1C(=O)Nc1ccc2c(c1)OCCO2
  HT1080 viability = -16%

Cc1ccc(-c2cc(C(F)(F)F)n3nc(C(=O)Nc4c(C)n(C)n(-c5ccccc5)c4=O)cc3n2)cc1
  HT1080 viability = -5%

CC1=C(C(=O)Nc2ccccc2)C(c2ccco2)NC(=O)N1 (configuration not stated)
  HT1080 viability = 8%

Nc1ccc(C(=O)Nc2ccco2)cc1
  HT1080 viability = -7%

CCS(=O)(=O)c1ccc2oc(SCC(=O)NC(C)C3CC4CCC3C4)nc2c1 (configuration not stated)
  HT1080 viability = -14%

CCOC(=O)N1CCN(C(=O)c2cc(OC)cc(OC)c2)CC1
  HT1080 viability = 7%

CC(C)CC1(C(=O)NCCN2CCOCC2)C=CCN1C(=O)c1ccccc1 (configuration not stated)
  HT1080 viability = -7%

C=CCN1C(=O)CSc2ccc(C(=O)NCCC3=CCCCC3)cc21
  HT1080 viability = -24%

Cc1nnc2ccc(N3CCOCC3)nn12
  HT1080 viability = -3%

COC(=O)CC1=C(C(=O)OC)C(c2cc(OC)c(OC)cc2OC)C(C#N)=C(N)O1 (configuration not stated)
  HT1080 viability = -3%

Cc1nnc(SCC(=O)N2CC(=O)Nc3ccccc32)n1Cc1ccccc1
  HT1080 viability = -4%

CC(C)NS(=O)(=O)c1ccc(CCC(=O)NCc2ccc3c(c2)OCO3)cc1
  HT1080 viability = -4%

Cc1cccc(C)c1OCC(=O)Nn1c(COc2ccccc2)nc2ccccc2c1=O
  HT1080 viability = -3%

FC(F)(F)c1ccc(CN2C[C@@H]3C(c4ccc(C(F)(F)F)cc4)C4(c5cccnc5)CC3(C4)[C@H]2c2ccccc2)cc1 (some centres not stated)
  HT1080 viability = 0%

C=CCN1C(=O)C(CC(=O)Nc2ccccc2)SC1=Nc1c(C)n(C)n(-c2ccccc2)c1=O (configuration not stated)
  HT1080 viability = -6%

CN(C)c1ccc(N2CN=C3SCC(=O)N3C2)cc1
  HT1080 viability = 0%

O=C(Nc1cnn(Cc2ccc(Cl)c(Cl)c2)c1)C12CC3CC(CC(C3)C1)C2
  HT1080 viability = -4%

CCOC(=O)c1c(C=O)c(C)n(Cc2ccc(Cl)cc2)c1C
  HT1080 viability = 2%

Cc1nc(-c2c(C(F)(F)F)noc2-c2ccc(O)cc2O)cs1
  HT1080 viability = -8%

COc1ccc(C(=O)c2ccccc2)c2c(O)ccc(C(=O)c3ccccc3)c12
  HT1080 viability = -19%

COCCNS(=O)(=O)c1ccc2c(c1)n(C)c(=O)n2C
  HT1080 viability = 14%

CC(C)(C)C1CCC2(CC1)SCC(=O)N2c1ccccc1 (configuration not stated)
  HT1080 viability = 4%

CS(=O)(=O)N1N=C(c2ccccc2)CC1c1cccs1 (configuration not stated)
  HT1080 viability = -3%

Cn1cnnc1SCc1nc(N)nc(Nc2ccccc2)n1
  HT1080 viability = -20%

Cc1cccc(C)c1NC(=O)C(NC=O)c1ccccc1Cl (configuration not stated)
  HT1080 viability = 3%

S=C1NC(c2ccccc2)N2C(=S)NC(c3ccccc3)N12 (configuration not stated)
  HT1080 viability = -14%

Cc1ccc(C(=O)Oc2ccc(C(=O)COC(=O)C3CC(=O)N(Cc4ccco4)C3)cc2)cc1 (configuration not stated)
  HT1080 viability = -8%

CCc1ccc(CCC(=O)Nc2ccccc2C(=O)O)o1
  HT1080 viability = 15%

CCCc1cc(=O)[nH]c(SCc2cc(Cl)ccc2OC(F)F)n1
  HT1080 viability = -11%

O=C(OC1CCOC1=O)c1cc(-c2ccc(Br)cc2)nc2ccccc12 (configuration not stated)
  HT1080 viability = -2%

COc1ccc(-c2nc3ccccc3n2Cc2ccc(C)cc2)cc1
  HT1080 viability = -14%

CC(C)CC(=O)Nc1ccc(Nc2ccccc2)cc1
  HT1080 viability = -1%

Cn1ccnc1SCC(=O)Nc1ccccc1
  HT1080 viability = 9%

Cc1ccc(S(=O)(=O)NCCc2ccc(S(N)(=O)=O)cc2)cc1
  HT1080 viability = 13%

Cn1c(=O)c2c(nc(Br)n2CC(=O)c2cccs2)n(C)c1=O
  HT1080 viability = -3%

CC(C)(C)NC(=O)CCC1COc2ccccc2O1 (configuration not stated)
  HT1080 viability = -2%

CC(=O)c1c(C)[nH]c(C(=O)CSc2nnc(-c3ccccc3)n2Cc2ccc3c(c2)OCO3)c1C
  HT1080 viability = -14%

CCC(=O)NC(Nc1sc2c(c1C(=O)OC)CCN(C)C2)(C(F)(F)F)C(F)(F)F
  HT1080 viability = -16%

CN(C1=C(N2CCCCC2)C(=O)c2ccccc2C1=O)c1ccccc1
  HT1080 viability = 2%

COC(=O)C1=C(C)N(CCCC(=O)O)C(=O)NC1c1ccc(C#N)cc1 (configuration not stated)
  HT1080 viability = -20%

CC(C)(C)OC(=O)C1C(=O)CC(C)(O)C(C(=O)OC(C)(C)C)C1c1cccnc1 (configuration not stated)
  HT1080 viability = -15%

COC(=O)Nc1ccc(S(=O)(=O)Nc2cccc3ccccc23)cc1
  HT1080 viability = -7%

Cc1cc(C)c2cc(CN(Cc3nnnn3Cc3ccc(F)cc3)C3CCCC3)c(=O)[nH]c2c1
  HT1080 viability = -2%

CC(=O)c1[nH]c(C)c(C(C)=O)c1C
  HT1080 viability = -2%

CCOC(=O)C(CSCC(=O)c1ccc(Cl)cc1Cl)NC(=O)OC(C)(C)C (configuration not stated)
  HT1080 viability = 3%

Cc1ccc(S(=O)(=O)/N=c2\sccn2C)cc1
  HT1080 viability = -7%

Cc1ccc(NC(=S)NNC(=O)C2CC2c2ccc(C)cc2)cc1 (configuration not stated)
  HT1080 viability = 0%

Cc1c(Cl)cnc(NC(=O)COC(=O)CCS(=O)(=O)c2ccccc2)c1Cl
  HT1080 viability = -1%

CCOc1ccc(N=c2scc(-c3ccccc3)n2CCO)cc1
  HT1080 viability = 8%

Cc1ccccc1/C(N)=N/OC(=O)/C=C/c1ccccc1
  HT1080 viability = 7%

CC1CCc2c(sc3ncnc(N4CCN(S(=O)(=O)c5cccc6nonc56)CC4)c23)C1 (configuration not stated)
  HT1080 viability = 10%

O=C(Nc1nc2ccc(Cl)cc2s1)c1ccco1
  HT1080 viability = 3%

COc1ccc(C=NC(CO)C(O)c2ccc([N+](=O)[O-])cc2)cc1 (configuration not stated)
  HT1080 viability = -4%

Cc1nc(N)sc1-c1csc(NCc2ccccc2)n1
  HT1080 viability = -21%

CCOC(=O)CCP(=O)(O)C(O)(c1ccccc1)c1ccccc1
  HT1080 viability = -8%

CCN(CC)CCOC(=O)C1c2ccccc2Oc2ccccc21
  HT1080 viability = 4%

CCOC(=O)CN(c1ccccn1)S(=O)(=O)c1ccccc1
  HT1080 viability = -11%

CCOc1ccc(N=Cc2c(O)n(-c3cccc(C)n3)c(=O)c3ccccc23)cc1
  HT1080 viability = -12%

Cc1cccc(OCc2nc(-c3ccccn3)n[nH]2)c1
  HT1080 viability = -10%

CCOC(=O)C(CCCOc1ccccc1C)C(=O)OCC
  HT1080 viability = -1%

Cc1nc2ccccc2cc1C(=O)O
  HT1080 viability = 4%

CCc1nnc(NC(=O)CCC(=O)NCc2ccccc2OC)s1
  HT1080 viability = 14%

CC(=O)Nc1sc2c(c1CN1CCN(c3ccc(F)cc3)CC1)CCCC2
  HT1080 viability = -4%

CS(=O)(=O)N(CC(=O)Nc1cccc(Cl)c1)c1ccccc1Cl
  HT1080 viability = -5%

Cc1cc(NC(=O)CSc2nc3ccc(Cl)cc3[nH]2)no1
  HT1080 viability = 18%

CCn1c(SCc2cccc(C)c2)nnc1-c1ccc(C)cc1
  HT1080 viability = -28%

COC(=O)Nc1ccc(S(=O)(=O)N(CCO)CCO)cc1
  HT1080 viability = -9%

O=C(CCCC(=O)N(CC(=O)NC1CCCCC1)Cc1ccccc1)Nc1ccccn1
  HT1080 viability = -1%

COc1ccc(Nc2nc(C)nc3c2nnn3Cc2ccccc2)cc1OC
  HT1080 viability = 1%

Cc1nc(SCC(=O)NCCc2ccccc2)c2oc3ccccc3c2n1
  HT1080 viability = -7%

CO/N=C(\C)c1ncc(C(F)(F)F)cc1N1CCOCC1
  HT1080 viability = -4%

Nc1nc(-c2ccco2)nn1C(=O)c1ccc(Cl)cc1
  HT1080 viability = -6%

Cc1cccc(S(=O)(=O)N(CC(=O)Nc2ccccc2C)Cc2ccco2)c1
  HT1080 viability = 11%

O=C(Nc1ccccc1)N1CCN(c2ccc(F)cc2)CC1
  HT1080 viability = -1%

CC(=O)C1=C(C)N(Cc2ccco2)C(=O)C1(NC(=O)C1CCCCC1)C(F)(F)F (configuration not stated)
  HT1080 viability = 18%

COC(=O)c1[nH]c2cc(OC)c(OC)cc2c1NC(=O)Oc1ccccc1
  HT1080 viability = -14%

COc1cccc(-c2cc3c(-n4cccc4)ncnc3o2)c1
  HT1080 viability = 12%

O=C(c1ccco1)N1CCN(C(c2coc3ccc(Cl)cc3c2=O)c2nnnn2C2CCCC2)CC1 (configuration not stated)
  HT1080 viability = 4%

N#CC1=C(N)NC(SCC(=O)c2ccc(Cl)cc2)=C(C#N)C12CCCC2
  HT1080 viability = 21%

C=CCN1C(=O)CN=C1Nc1ccccc1
  HT1080 viability = -7%

COc1ccc2c(c1OC)C(=O)OC2Nc1ncc(Br)cc1Br (configuration not stated)
  HT1080 viability = 6%

COc1cccc(NS(=O)(=O)Cc2ccccc2)c1
  HT1080 viability = 6%

CC(C)Cn1c(SCC(=O)N2CCCCC2)nc2ccccc2c1=O
  HT1080 viability = -6%

COc1ccccc1N=C1SC(C(=O)Nc2ccc(F)cc2)CC(=O)N1C (configuration not stated)
  HT1080 viability = -2%

C=CCn1c(SCC(=O)Nc2sccc2C(N)=O)nc2ccccc2c1=O
  HT1080 viability = -5%

COC(=O)[C@@H]1C[C@@H]2CC[C@@H](O)C[C@@H]2N1Cc1ccc(Cl)cc1
  HT1080 viability = 4%

CCCn1nnnc1SCC(=O)Nc1cccc(NC(=O)c2ccco2)c1
  HT1080 viability = -9%

CCCCN(CCCC)c1cn[nH]c(=O)c1Cl
  HT1080 viability = -1%

CCC1Nc2ccccc2-c2nnc(SC)nc2O1 (configuration not stated)
  HT1080 viability = 2%

CCC(C)c1ccccc1NC(=O)C1CCCO1 (configuration not stated)
  HT1080 viability = -10%

COc1ccccc1-c1noc(-c2ccccc2C(=O)Nc2cccnc2)n1
  HT1080 viability = -15%

COc1ccc(CNC(=O)C2CC(C)=C(C)CC2C(=O)O)cc1 (configuration not stated)
  HT1080 viability = -1%

O=C(c1ccc(-n2cccc2)cc1)N1CCOCC1
  HT1080 viability = -1%

CC(C)CSc1nc2c(=O)[nH][nH]c(=O)c2n1Cc1ccccc1
  HT1080 viability = 2%

Four compounds from above, ordered by SMILES length, lowest first:
CCC(C)c1ccccc1NC(=O)C1CCCO1 (configuration not stated)
  HT1080 viability = -10%

CCC1Nc2ccccc2-c2nnc(SC)nc2O1 (configuration not stated)
  HT1080 viability = 2%

CCCn1nnnc1SCC(=O)Nc1cccc(NC(=O)c2ccco2)c1
  HT1080 viability = -9%

CC(C)CSc1nc2c(=O)[nH][nH]c(=O)c2n1Cc1ccccc1
  HT1080 viability = 2%

Next section
CC(c1ccccc1)N1C(=O)NC(NC(=O)c2cccnc2)(C(F)(F)F)C1=O (configuration not stated)
  HT1080 viability = 4%

Cc1nnc(NC(=O)c2cccc(NC(=O)C(C)C)c2)s1
  HT1080 viability = -3%

N#Cc1c(SCC(=O)O)nc(-c2ccccc2)c2c1CCCC2
  HT1080 viability = 17%

COc1ccc(CC(=O)NC(C)c2nnc(SCC(=O)c3ccc(Br)cc3)n2C)cc1 (configuration not stated)
  HT1080 viability = -2%

COC(=O)C1=C(C(=O)OC)SC(=C2C(=S)C(C)(C)N(C(=O)C(C)C)c3ccccc32)S1
  HT1080 viability = 3%

CCCN1C(=O)CN(C2CCCCCC2)C(=O)C1c1ccc(C)cc1 (configuration not stated)
  HT1080 viability = -14%

Cc1nn(C)c(C)c1NC(=O)CCCSc1nc(-c2ccco2)cc(C(F)(F)F)n1
  HT1080 viability = 1%

CCOC(=O)CN1NC2(CCC(C(C)(C)C)CC2)NC1=S (configuration not stated)
  HT1080 viability = 4%

O=C(c1ccccc1)N(Cc1ccc(F)cc1)Cc1nc2ccccc2c(=O)[nH]1
  HT1080 viability = 3%

CCn1c(CN2CCN(c3ccc(Cl)cc3)CC2)nc2ccccc21
  HT1080 viability = -18%

COCCCNC(=O)Nc1ccc2c(c1)N(C)C(=O)CS2
  HT1080 viability = -1%

CC(=O)Nc1ccc(-c2nnc(SCC(=O)NCc3ccco3)n2C)cc1
  HT1080 viability = -11%

CN(C)Cc1nc2c(c(=O)[nH]1)C(C)(C)Cc1ccccc1-2
  HT1080 viability = 0%

O=C(c1sc2ccccc2c1Cl)N(Cc1ccccc1)C1CCS(=O)(=O)C1 (configuration not stated)
  HT1080 viability = -5%

CN1CCN(CC(O)COc2ccc(Cl)cc2)CC1 (configuration not stated)
  HT1080 viability = 7%

O=C(NC1CCCC1)C(c1ccccc1)N(C(=O)c1ccno1)c1ccccc1 (configuration not stated)
  HT1080 viability = -4%

O=C1C(NS(=O)(=O)c2cccs2)=C(N2CCN(c3cccc(Cl)c3)CC2)C(=O)c2ccccc21
  HT1080 viability = -19%

CCC12CN(S(=O)(=O)c3ccc(C)cc3)CC(CC)(CN(S(=O)(=O)c3ccc(C)cc3)C1)C2=O
  HT1080 viability = -6%

O=C(CC(c1ccccc1)c1ccccc1)Nc1ccc(Cl)cn1
  HT1080 viability = 3%
